Screening data as filed in PubChem BioAssay.
WRN helicase inh: blocks human WRN helicase; WRN helicase unwinding, fluorescent forked duplex, kinetic; Potency, µM (series often up to 114 µM), without a hit: top-dose activity change, negative = inhibition, usual class: inhibitors; Q14191; AID 651768; 360,000 tested, 0.46% active; further: potency means the concentration at half of the fitted maximal effect; on the % scale 0 is the no-effect control and ±100 the full control effect; nearly all actives have a fitted effect of over 55% in size
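Fluorescence dequenching readout, ex 525 nm/em 598 nm, kinetic mode: forked duplex DNA (100 nM final) with adjacent fluorophore and quencher unwound by WRN (20 nM final) with 2 mM ATP. Compound preincubation 15 min, room temperature.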
EPAC1 antag: EPAC1 (human) antagonism | O95398 | EPAC1 GEF assay, Rap1b-BODIPY-GDP exchange fluorescence | Potency, µM (top dose mostly 115 µM), without a hit: top-dose activity change, negative = inhibition, hits mostly inhibitors | 360,000 tested, 0.14% active | AID 720709;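 further: potency means the concentration at half of the fitted maximal effect; plate controls were vehicle for no effect and positive control for full effect; nearly all actives have a fitted effect of over 50% in size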
CCT modulator: cytosolic chaperonin activity modulation; purified chaperonin ATPase assay, HTRF ADP detection, 30 min; activity change, % (no concentration beside the values), hits read low; 360,000 tested, 0.3% active; in the data active means activity change below about -30%; further: on the % scale 0 is the no-effect control and ±100 the full control effect
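TRiC (40 or 20 nM final, by batch activity) in 30 mM Tris pH 7.4, 100 mM KCl, 5 mM MgCl2, 1 mM DTT was treated with compound at 76 uM single dose, then 10 uM ATP, 30 min at 37 °C. ADP was read by HTRF Transcreener.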
IL-2 act: IL-2 activation. IL-2 activation reporter assay, cell-based qHTS; stimulated with anti-CD3/CD4/CD28 beads; in transgenic mouse T cells. activation, % (series mostly up to about 46 µM). 360,000 tested, 0.065% active. AID 652025; in the data active means activation above about 50%; inconclusive means mostly about 30% to 49%; further: 0% is about no effect
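Using fluorescent plate cytometry, EGFP and DsRed are detected in transgenic mouse T cells stimulated 18 h at 37 degrees C with antibody-coated beads after 60 min compound pretreatment.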
EPAC2 agonist: EPAC2 (human) agonism | Q8WZA2 | EPAC2 activation, biochemical qHTS; response scale: 100% = 6.5 mM cAMP response | Potency, µM (titrated, usually from 154 µM), without a hit: at the top dose activation, hits mostly activators | 360,000 tested, 0.079% active; further: potency means the concentration at half of the fitted maximal effect; nearly all actives have a fitted effect of over 50% in size
Target sequence (Q8WZA2 whole entry, looked up): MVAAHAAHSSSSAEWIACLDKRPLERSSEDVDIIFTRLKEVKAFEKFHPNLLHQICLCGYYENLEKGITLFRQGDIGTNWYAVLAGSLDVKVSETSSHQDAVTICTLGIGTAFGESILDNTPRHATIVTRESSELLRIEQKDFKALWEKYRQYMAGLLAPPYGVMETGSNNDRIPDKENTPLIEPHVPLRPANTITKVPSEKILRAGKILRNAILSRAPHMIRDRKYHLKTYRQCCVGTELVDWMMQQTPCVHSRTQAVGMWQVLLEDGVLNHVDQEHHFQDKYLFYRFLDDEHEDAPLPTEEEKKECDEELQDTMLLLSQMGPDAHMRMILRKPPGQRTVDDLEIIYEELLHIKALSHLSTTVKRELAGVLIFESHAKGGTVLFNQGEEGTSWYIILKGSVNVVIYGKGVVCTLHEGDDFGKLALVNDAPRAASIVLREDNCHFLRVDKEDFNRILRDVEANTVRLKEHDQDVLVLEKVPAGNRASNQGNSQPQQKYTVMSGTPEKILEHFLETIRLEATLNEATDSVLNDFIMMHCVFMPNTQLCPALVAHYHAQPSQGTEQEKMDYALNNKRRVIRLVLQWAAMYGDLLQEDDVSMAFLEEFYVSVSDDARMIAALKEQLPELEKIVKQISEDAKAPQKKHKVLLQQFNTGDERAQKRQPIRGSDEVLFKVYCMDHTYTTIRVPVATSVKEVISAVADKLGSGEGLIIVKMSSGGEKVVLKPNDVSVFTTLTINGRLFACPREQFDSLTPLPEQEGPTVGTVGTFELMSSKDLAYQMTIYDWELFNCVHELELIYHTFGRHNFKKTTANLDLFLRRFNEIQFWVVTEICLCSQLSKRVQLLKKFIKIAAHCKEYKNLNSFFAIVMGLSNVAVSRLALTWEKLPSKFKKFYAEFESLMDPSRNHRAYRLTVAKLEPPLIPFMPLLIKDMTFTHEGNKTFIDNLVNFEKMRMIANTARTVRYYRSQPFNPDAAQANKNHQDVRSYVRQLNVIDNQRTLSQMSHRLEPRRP
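qHTS, titration series. 100 nM EPAC2 / 250 nM Rap1B-BODIPY-GDP / 50 uM GDP; RT; ex 480/em 540 nm, 5-min reads to 30 min. Norm. to 6.5 mM cAMP = activation.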
EPAC1 ag: agonists of human EPAC1; Potency, µM (highest dose often 154 µM), without a hit: top-dose activation, hits mostly activators; EPAC1 agonist qHTS, biochemical assay; response scale: 100% = response to 6.5 mM cAMP; AID 720707; 360,000 tested, 0.073% active; further: potency means the concentration at half of the fitted maximal effect; nearly all actives have a fitted effect of over 60% in size
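Normalized to 6.5 mM cAMP, activity reflects EPAC1-catalysed release of BODIPY-GDP from Rap1B, followed kinetically over 30 min at 480 nm excitation, 540 nm emission. Reaction contained 100 nM EPAC1, 250 nM Rap1B-BODIPY-GDP, 50 uM GDP.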
PI5P4K alpha inh: inhibitors of human PI5P4K alpha; PI5P4Kalpha enzyme, ADP-Glo luminescence, 60 min; active compounds read low; P48426; 330,000 tested, 1.2% active; max response, %; active means max response of -50% or lower; inconclusive means between -30% and -50%; inactive means -30% or higher; further: value at the top dose of about 77 µM; on the % scale 0 is the no-effect control and ±100 the full control effect
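ADP-Glo luminescence end-point after a 60 min room-temperature kinase reaction. PI5P4Kalpha and substrate in HEPES pH 7.4 buffer with EGTA, 0.1% CHAPS and 5% DMSO; ATP at 5 microM final.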
PLK1 PBD inh: inhibitors of human PLK1 polo-box domain binding; 360,000 tested, 2.8% active; Plk1 PBD binding of FITC phosphopeptide, fluorescence polarization; Potency, µM, for the others: max response, negative = inhibition, hits mostly inhibitors; P53350; AID 720504; further: potency means the concentration at half of the fitted maximal effect; series mostly up to about 57 µM; on the % scale 0 is the no-effect control and ±100 the full control effect; nearly all actives have a fitted effect of over 65% in size
Active calls of the source: *; u = inconclusive; x = not tested or not shown; [ ] = remark or other dose. Unless noted, the call rests on the fitted dose curve; in most records, active means well fitted curve in the direction sought with a large enough effect; inconclusive means small, poorly fitted or top-dose-only effect, or another doubt; inactive means no such curve, though single readings can be large; an effect the other way counts as inactive or inconclusive.

#1 COc1cc(C(=O)Nc2scc(-c3ccc(Br)cc3)c2C(=O)O)cc(OC)c1OC
#2 C=CCCC(=O)Nc1nc(C)c(-c2csc(Nc3cc(OC)ccc3OC)n2)s1
#3 Cc1cc(OCC(=O)N2CCc3ccccc3C2)c(C)cc1Br
#4 COc1cccc(NC(=S)NCc2ccccn2)c1
#5 CCN=C(NCC)SC1CC(=O)N(c2ccc(F)cc2)C1=O (stereo not given)
#6 Cc1cc(C)n2nc(SCC(=O)NCc3ccco3)nc2n1
#7 COc1ccc(C(=O)Nc2ccc(S(=O)(=O)Nc3nccc(C)n3)cc2)cc1OC
#8 Fc1ccc(Br)cc1/C=N/N1CCN(c2ccccc2)CC1
compound no.	1	2	3	4	5	6	7	8
EPAC2 agonist	0%	9%	13%	-4%	7%	5%	0%	13%
PI5P4K alpha inh	-98*	-1	-4	-2	6	x	-2	20
EPAC1 ag	-4%	3%	8%	3%	-2%	-2%	0%	7%
WRN helicase inh	-10%[11.6 µM]	1%	u	1%	-7%	5%	-8%	0%
CCT modulator	-2.7	-0.6	0.2	-1.2	1.2	-1.2	0.0	-0.9
PLK1 PBD inh	u	-17%	19µM*	u	-11%	-6%	-5%	-1%
EPAC1 antag	18%	-22%	-10%	-6%	-21%	12%	-1%	-8%
IL-2 act	-0.9	-0.8	-0.5	-0.1	-1.1	-0.2	0.8	1.0

#9 C=CCn1c(O)c(N=NC(=O)c2ccccc2NS(=O)(=O)c2cccs2)c2ccccc21
#10 Cc1ccc(C(=O)COc2ccccc2-c2ccccc2)cc1
#11 Cc1ccccc1C(=O)O
#12 COc1ccc(C(=O)c2c(C)c3ccccc3n2CC(O)CNC(C)C)cc1 (stereo not given)
#13 O=Cc1ccc(OCC(=O)NC(=O)NC2CCCCC2)cc1
#14 Cc1ccc2c(c1)C(=O)N1[C@H]3c4cc(Br)ccc4OC[C@@H]3[C@H](c3ccccc3)[C@]1(C)C(=O)N2
#15 CS(=O)(=O)Cc1ccc(C(=O)N2CCCC2c2cccs2)cc1 (stereo not given)
#16 Cc1ccc(NC(=O)CNC(=O)CC23CC4CC(CC(C4)C2)C3)c(O)c1
compound no.	9	10	11	12	13	14	15	16
EPAC2 agonist	-13%	9%	8%	6%	-4%	3%	2%	-6%
PI5P4K alpha inh	u	20	-1	1	3	-6	6	-15
EPAC1 ag	7%	-1%	-10%	4%	-6%	-6%	-4%	-8%
WRN helicase inh	-2%	-14%	4%	-7%	0%	-3%	0%	-19%
CCT modulator	-1.2	0.8	-0.3	-1.4	-1.4	1.1	0.2	0.5
PLK1 PBD inh	-5%	-6%	-9%	0%	-9%	0%	2%	-4%
EPAC1 antag	-13%	-9%	-25%	-14%	11%	-19%	-4%	-17%
IL-2 act	-2.2	-0.8	-0.3	-0.6	-2.0	-0.6	1.8	0.6

#17 O=C(c1cccc(F)c1)N1CCN(C(=O)c2cc(-c3ccc(Cl)cc3Cl)on2)CC1
#18 CC(C)(C)OC(=O)N1CCC(NC(=O)c2nc[nH]c2C(=O)N2CCc3ccccc3C2)CC1
#19 O=C(CC1C(=O)NCCN1CC1CCCCC1)NCCCN1CCOCC1 (stereo not given)
#20 CSc1ncc(-c2ccccc2)cn1
#21 COc1ccc(/C=C2\SC(=O)N(CC(=O)Nc3cccnc3)C2=O)cc1OC
#22 CCOc1ccc(S(=O)(=O)N2CCCC(C(=O)NCc3ccccn3)C2)cc1 (stereo not given)
#23 COc1cccc(C(=O)Nn2c(C)nnc2-n2nc(C)cc2C)c1
#24 CCOC(=O)N1CCN(c2ccc(C(=O)c3ccccc3)cc2F)CC1
compound no.	17	18	19	20	21	22	23	24
EPAC2 agonist	3%	1%	12%	8%	-3%	4%	-1%	4%
PI5P4K alpha inh	x	3	-3	1	-10	2	2	1
EPAC1 ag	11%	1%	0%	6%	-10%	-4%	-1%	12%
WRN helicase inh	-23%	1%	-6%	0%	9%	0%	4%	-4%
CCT modulator	-0.7	-2.0	1.6	-2.8	-3.4	-0.8	0.3	0.6
PLK1 PBD inh	1%	-1%	-8%	-13%	-16%	0%	-17%	-7%
EPAC1 antag	7%	-3%	-19%	-14%	8%	-6%	13%	-2%
IL-2 act	-2.5	0.2	1.6	3.5	-0.4	-0.6	4.3	0.2

Fetched by compound from above:
#21 COc1ccc(/C=C2\SC(=O)N(CC(=O)Nc3cccnc3)C2=O)cc1OC
#22 CCOc1ccc(S(=O)(=O)N2CCCC(C(=O)NCc3ccccn3)C2)cc1 (stereo not given)
compound no.	21	22
EPAC2 agonist	-3%	4%
PI5P4K alpha inh	-10	2
EPAC1 ag	-10%	-4%
WRN helicase inh	9%	0%
CCT modulator	-3.4	-0.8
PLK1 PBD inh	-16%	0%
EPAC1 antag	8%	-6%
IL-2 act	-0.4	-0.6

Single records (already shown). Order of screens: EPAC2 agonist	PI5P4K alpha inh	EPAC1 ag	WRN helicase inh	CCT modulator	PLK1 PBD inh	EPAC1 antag	IL-2 act
C=CCn1c(O)c(N=NC(=O)c2ccccc2NS(=O)(=O)c2cccs2)c2ccccc21 as listed: -13%	u	7%	-2%	-1.2	-5%	-13%	-2.2
CC(C)(C)OC(=O)N1CCC(NC(=O)c2nc[nH]c2C(=O)N2CCc3ccccc3C2)CC1 as listed: 1%	3	1%	1%	-2.0	-1%	-3%	0.2
Cc1cc(OCC(=O)N2CCc3ccccc3C2)c(C)cc1Br as listed: 13%	-4	8%	u	0.2	19µM*	-10%	-0.5
CCOc1ccc(S(=O)(=O)N2CCCC(C(=O)NCc3ccccn3)C2)cc1 (stereo not given) as listed: 4%	2	-4%	0%	-0.8	0%	-6%	-0.6
Cc1ccc2c(c1)C(=O)N1[C@H]3c4cc(Br)ccc4OC[C@@H]3[C@H](c3ccccc3)[C@]1(C)C(=O)N2 as listed: 3%	-6	-6%	-3%	1.1	0%	-19%	-0.6

More compounds follow:
#25 O=C(COC(=O)/C=C/c1ccc([N+](=O)[O-])cc1)NCc1ccccc1
#26 COCCN(C(=O)CNC(=O)c1ccco1)C(C(=O)NC1CCCCC1)c1cccnc1 (stereo not given)
#27 CCOC(=O)c1sc2ccc(S(=O)(=O)N3CCOCC3)cc2c1N
#28 COc1ccc(N2CCN(c3nc4ccccn4c(=O)c3C=O)CC2)cc1
#29 Cc1ccc(C(=O)NCCCNC(=O)COc2ccc(Cl)c(C)c2)cn1
#30 COc1ccc2[nH]cc(CCNC(=O)Nc3ccccc3)c2c1
#31 C[C@@H]1C[C@@H]2OC(=O)[C@]3(C)[C@H]2[C@@H](OC3(C)O)[C@]2(C)C(=O)C=C[C@H]12 (stereo not given in full)
#32 CCOC(=O)NC(=O)CSc1nc2ccc(C)cc2[nH]1
compound no.	25	26	27	28	29	30	31	32
EPAC2 agonist	4%	10%	7%	-9%	14%	18%	7%	1%
PI5P4K alpha inh	-7	-8	x	3	4	1	-1	2
EPAC1 ag	6%	7%	-3%	0%	-10%	-8%	-13%	6%
WRN helicase inh	-12%	4%	-6%	-11%	5%	-2%	-4%	-7%
CCT modulator	-2.9	-3.2	0.7	3.3	-0.2	-1.5	-4.6	-0.5
PLK1 PBD inh	-12%	-5%	-5%	2%	-12%	-10%	-7%	-10%
EPAC1 antag	-11%	-8%	-2%	-15%	u	1%	-10%	-5%
IL-2 act	-0.1	2.0	0.2	-1.3	-2.4	0.6	1.7	0.5

#33 Nc1ccc2nn(-c3cc([N+](=O)[O-])ccc3O)nc2c1
#34 Cc1[nH]n(C(N)=S)c(=O)c1N=Nc1cc(-c2ccc(Br)cc2)[nH]n1
#35 Cc1ccc(Cl)cc1NC(=O)C1CCCN(c2cnccn2)C1 (stereo not given)
#36 Cc1ccc([C@H]2C[C@@H](n3cc(C4CC4)nn3)[C@H](O)CN2C(=O)C2CCCCC2)cc1
#37 COc1nc(C#N)nc(N(C)C)n1
#38 COc1ccc(N2C(=O)CSC2c2cccc(F)c2)cc1 (stereo not given)
#39 CC1=CN2C(=NC(=O)CC2(C)C(=O)N(CC(=O)NC2CCCC2)Cc2ccccc2)C=C1 (stereo not given)
#40 NC(=O)c1ccc(Cn2c(C(=O)c3cc(Cl)c(N)c(Cl)c3)c3ccccc3[n+]2[O-])cc1
compound no.	33	34	35	36	37	38	39	40
EPAC2 agonist	-1%	-12%	4%	1%	5%	14%	6%	6%
PI5P4K alpha inh	-29	u	0	-4	-5	0	-5	-8
EPAC1 ag	-1%	-3%	2%	-3%	7%	-2%	-1%	5%
WRN helicase inh	11%	-17%	-5%	3%	-13%	9%	0%	-3%
CCT modulator	0.6	-2.6	-1.5	-2.3	-1.2	-0.2	-0.2	0.6
PLK1 PBD inh	-9%	u	-8%	2%	-11%	-3%	-1%	-9%
EPAC1 antag	6%	5%	13%	5%	10%	-24%	7%	-4%
IL-2 act	2.9	1.3	-2.6	-0.7	-1.1	1.3	0.7	0.5

#41 CC(=O)c1sc(NC(=O)c2ccc(Cn3cc(Br)cn3)o2)nc1C
#42 CC1C(=O)N2CCCc3cc(NC(=O)c4ccccc4F)cc1c32 (stereo not given)
#43 COCCCn1c(SCc2nnc(-c3ccccc3)o2)nc2sc3c(c2c1=O)CCC3
#44 Cc1ccc(CN2C(=O)N/C(=C\c3cccn3-c3cccc(C(=O)O)c3)C2=O)cc1
compound no.	41	42	43	44
EPAC2 agonist	12%	5%	-4%	6%
PI5P4K alpha inh	u	1	-29	u
EPAC1 ag	0%	6%	7%	3%
WRN helicase inh	u	1%	-16%	32µM*
CCT modulator	1.3	0.7	-5.0	-4.2
PLK1 PBD inh	-22%	-7%	-10%	u
EPAC1 antag	-12%	19%	-10%	-17%
IL-2 act	1.1	-5.0	-0.1	-0.7

Only part of the results is shown; rates above refer to the full screens.
